Apaf-1 inh – inhibitors of human Apaf-1 apoptosome, primary screen, biochemical, DEVD-Rh110 fluorescence, uHTS | actives 0.71% (n = 330,000) | Apoptotic protease-activating factor 1 (Homo sapiens), O14727 | reconstituted apoptosome caspase-3 activity | inhibition, % at 20 µM; active = inhibition of at least 40% at 20 µM;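 also: plate controls were DMSO wells for no effect and DEVD-CHO caspase inhibitor wells for full effect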
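Material: reconstituted apoptosome with Apaf-1, cytochrome c, caspase-9, procaspase-3, dATP. Technique: Rh110 fluorescence intensity. Buffer or medium: pH 7.5 Hepes buffer with CHAPS, BSA, DTT. Times: 30 min plus 50 min, RT.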
PfG6PD inh – PfG6PD enzyme inhibitors, primary screen, biochemical, fluorescence intensity, uHTS; actives 0.78% (n = 350,000); inhibition, % at 20 µM; glucose-6-phosphate dehydrogenase-6-phosphogluconolactonase (Plasmodium falciparum 3D7); PfGluPho enzyme, NADPH resazurin-diaphorase fluorescence;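 active = inhibition reaching at least a set limit at 20 µM in the primary screen, cut at about 59% in these data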;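 also: 0% = DMSO wells with substrate and 100% = DMSO wells lacking glucose-6-phosphate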
HKDC1 inh – HKDC1 hexokinase inhibitors, primary screen, biochemical, fluorescence, uHTS; Q2TB90; recombinant HKDC1, G6PDH/diaphorase resazurin coupled fluorescence; inhibition, % at 20 µM; actives 0.16% (n = 340,000); AID 493160, 2011;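 active = inhibition above about 35% when tested at 20 µM, limit read from the data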;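 also: plate controls were DMSO wells with enzyme for no effect and DMSO wells lacking enzyme for full effect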
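Assay system – recombinant HKDC1 (HK5) hexokinase enzyme, produced in-house · Input – HKDC1 at 5 µg/mL · Reagent – glucose plus 1 mM ATP as hexokinase substrates · Timing – 90 min reaction incubation at room temperature, dark · Measured by – G6PDH/diaphorase-coupled fluorescence, 1 mM NADP, 100 µM resazurin, 525/613 nm · Benchmarks – DMSO-enzyme wells negative, buffer-substituted wells positive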
SENP7 block – SENP7 protease inhibitors, primary screen, biochemical, luminescence, uHTS | recombinant SENP7, Z-RLRGG-aminoluciferin luminescence, 40 min | inhibition, % at 5 µM | actives 1.5% (n = 330,000) | AID 434973, 2010;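 active = inhibition above about 50% at the single test dose, limit read from the data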;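 also: plate controls were DMSO with enzyme for no effect and no enzyme buffer wells for full effect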
SENP8 block-1 – SENP8 protease inhibitors, primary screen, biochemical, luminescence; purified SENP8, Z-RLRGG-aminoluciferin cleavage; Sentrin-specific protease 8 (Homo sapiens), Q96LD8; AID 2540, 2010; actives 1.2% (n = 330,000); inhibition, % at 10 µM; in the data active = inhibition above about 50%
Target sequence (Q96LD8 whole entry, looked up): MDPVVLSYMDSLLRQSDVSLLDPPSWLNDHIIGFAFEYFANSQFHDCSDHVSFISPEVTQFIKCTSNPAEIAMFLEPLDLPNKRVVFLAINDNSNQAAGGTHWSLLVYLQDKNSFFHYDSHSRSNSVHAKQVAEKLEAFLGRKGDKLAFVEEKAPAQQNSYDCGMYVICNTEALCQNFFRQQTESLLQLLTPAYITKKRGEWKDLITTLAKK
SENP1 inh – human SENP1 catalytic domain inhibitors, primary screen, biochemical, FRET, uHTS. Sentrin-specific protease 1 (Homo sapiens), Q9P0U3. recombinant SENP1 catalytic domain, CyPet-SUMO1-YPet FRET cleavage. inhibition, % at 10 µM. actives 0.21% (n = 360,000). AID 624204, 2012;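 active = inhibition at least 30% at 10 µM, raw YFP signal under a set limit, fluorescence ratio 0.5 to 1.5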;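 also: 0% = enzyme with DMSO and 100% = no enzyme wells; some results filed as inactive read as strong as hits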
Target sequence (Q9P0U3 419-644 limits assumed): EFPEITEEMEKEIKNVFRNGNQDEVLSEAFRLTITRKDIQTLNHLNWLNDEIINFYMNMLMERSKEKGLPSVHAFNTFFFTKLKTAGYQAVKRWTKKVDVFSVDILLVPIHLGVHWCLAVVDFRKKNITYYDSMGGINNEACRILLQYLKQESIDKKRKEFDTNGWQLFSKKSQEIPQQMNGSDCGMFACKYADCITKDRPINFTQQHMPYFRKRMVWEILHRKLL
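System: Recombinant human SENP1 catalytic domain, His6-tagged | Incubation: Enzyme reaction for 50 min at room temperature, dark | Medium: Tris pH 8 with BME, BSA, NP40 and catalase | Also added: 25 nM SUMO1 FRET substrate | Compound: 10 µM single point, 0.5% DMSO | Measured by: FRET fluorescence in CFP and YFP emission channels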
SENP6 block – SENP6 protease inhibitors, primary screen, biochemical, luminescence, uHTS; Sentrin-specific protease 6 (Homo sapiens), Q9GZR1; Recombinant SENP6 catalytic domain, aminoluciferin luminescence; inhibition, % at 10 µM; actives 1.8% (n = 330,000);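 active = inhibition above about 50% at the single tested dose, limit read from the data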;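 also: plate controls were DMSO wells with enzyme for no effect and DMSO wells lacking enzyme for full effect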
SENP8 block-2 – human SENP8 protease inhibitors, primary screen, biochemical, fluorescence, Nedd8 protein substrate, uHTS; recombinant SENP8; inhibition, % at 20 µM; actives 0.64% (n = 360,000); AID 602440, 2012; in the data active = inhibition mostly above about 40%, no sharp cut-off; inactive = mostly below about 27%
Active calls of the source: *; i = inactive; . = no result given.

Structure | SENP8 block-2 | Apaf-1 inh | HKDC1 inh | SENP6 block | SENP7 block | PfG6PD inh | SENP8 block-1 | SENP1 inh
CCn1nc(C(=O)OCC(=O)c2ccc(F)cc2)c2ccccc2c1=O | 8 | 0 | -5 | -17 | 5 | -7 | -7 | 0
COc1ccc2[nH]cc(CCNC(C)=O)c2c1 | 7 | -3 | -7 | 4 | 5 | -2 | -4 | -1
COC(=O)c1sc2ccccc2c1C(=O)OC | 5 | . | -14 | . | . | -5 | . | -2
Cc1ccc(-n2ncc3c(=O)n(CC(=O)NCc4ccco4)cnc32)cc1C | -13 | 8 | -1 | 7 | 3 | -2 | 6 | -4
COc1ccccc1NCC(=O)n1nc(C)cc1C | 32 | 2 | -3 | -17 | 1 | 1 | -7 | 4
Cn1cnnc1Sc1nc2c(c(=O)n(C)c(=O)n2C)n1Cc1ccccc1Cl | 21 | 2 | -5 | -16 | -4 | 2 | -7 | 4
O=C(c1ccco1)c1nnn(Cc2ccccc2)c1-c1ccccc1 | 6 | 13 | -6 | -28 | -1 | -21 | -6 | 3
COc1cc(C(=O)NC2CCCCC2)ccc1OCc1ccc(Cl)cc1Cl | 10 | 7 | -10 | 11 | 1 | -4 | 7 | 3
CC(=O)Nc1ccc(NC(=O)C(C)OC(=O)CNC(=O)c2ccc(-c3ccccc3)cc2)cc1 (stereo unspecified) | 6 | 5 | -3 | 1 | 0 | -3 | -4 | 0
C#CCn1c(=NC(=O)CSCC(=O)N2CCOCC2)sc2ccccc21 | 6 | 0 | 15 | 14 | 1 | -10 | -2 | -4
O=C(Nc1cccc(F)c1)c1ccccc1-c1ccccc1 | 17 | -3 | -10 | 0 | -3 | -4 | 6 | 3
COc1ccc(NC(=O)CSc2nc(N)c3cc4c(nc3n2)CCCC4)c(OC)c1 | -1 | 5 | 18 | -16 | -12 | -3 | -5 | 2
CCN(CC)S(=O)(=O)c1ccc(OC)c(NC(=O)CSc2cc(Cl)ccc2Cl)c1 | 0 | 6 | 6 | 9 | 9 | 11 | 0 | 0
O=C1CN(C(=O)OCc2ccccc2)c2ccccc2N1 | 17 | 11 | -4 | -3 | 11 | -8 | -3 | -2
COc1cc2c(cc1OC)C(C)N(C(=O)c1c(-c3ccccc3)noc1C)CC2 (stereo unspecified) | -3 | -10 | -2 | -7 | 1 | -8 | -4 | 0
COc1ccccc1CNC(=O)CCc1c(C)nc2cc(-c3ccccc3OC)nn2c1C | i | 8 | -3 | -17 | 0 | -17 | -4 | -2
COc1ccccc1CCNC(=O)c1cc(-c2ccncc2)nc2ccc(Br)cc12 | 3 | . | 0 | . | . | -3 | . | 0
CCOC(=O)C1(Cc2cccc(OC)c2)CCN(Cc2cc(OC)ccc2OC)CC1 | 2 | 10 | -10 | 17 | -5 | 14 | -1 | 1
CCCc1cc(=O)[nH]c(SCC(=O)OCc2ccccc2)n1 | 14 | 13 | -1 | 4 | -5 | -12 | -1 | -2
FC(F)(F)c1cnc(/C=C/Nc2ccccc2Cl)c(Cl)c1 | -107 | 3 | -1 | -2 | 4 | -2 | -4 | -50
COc1ccc(C2C(C(=O)NCc3cccnc3)c3cc(OC)c(OC)cc3C(=O)N2C)cc1 (stereo unspecified) | -4 | 7 | -1 | 13 | 1 | -12 | -5 | 0
O=C(CN(C1CCCCC1)S(=O)(=O)c1ccc(Cl)cc1)NCc1cccnc1 | 8 | -2 | -7 | -14 | -8 | -2 | -14 | 0
Cc1ccc(S(=O)(=O)N2CCN(C(=O)COC(=O)c3ncc(Cl)c(Cl)c3Cl)CC2)c(C)c1 | 15 | . | 1 | . | . | 2 | . | 2
CC1=NCCN1S(=O)(=O)c1cc(Cl)ccc1Cl | 48* | 0 | 1 | -8 | -8 | -1 | -3 | 1
CCOC(=O)C1CCN(c2nc3ccccc3nc2C(C#N)C(=O)OC(C)C)CC1 (stereo unspecified) | 8 | 6 | -1 | 3 | 2 | 7 | 6 | -23
CCN(CC)S(=O)(=O)c1ccc2[nH]c(=O)cc(C(=O)Nc3ccccc3N3CCCC3)c2c1 | 4 | 14 | -3 | -4 | -8 | -4 | -6 | -1
COc1cc(C2C(C#N)=C(N)Oc3cc(C)n(CCc4ccccc4)c(=O)c32)cc2c1OCO2 (stereo unspecified) | -19 | -2 | -9 | -9 | 4 | -17 | -1 | 0
COc1ccc(S(=O)(=O)N2CCC(C)CC2)cc1OC | 7 | -6 | -6 | 9 | -1 | -12 | -4 | -1
Cc1cc2c(cc(C(=O)OCC(=O)NC3CCCCC3)n2C)o1 | -19 | . | -1 | . | . | 5 | . | 3
CCN(C(=O)CN1C(=O)S/C(=C\C=C\c2ccccc2)C1=O)C1CCS(=O)(=O)C1 (stereo unspecified) | -24 | 4 | 8 | -22 | 12 | -3 | -8 | 4
COc1ccc(NC(=O)c2cc3ccc(O)cc3o/c2=N\O)cc1 | 1 | 9 | 0 | 47 | 16 | 10 | 23 | -28

Part of the list above in another layout:
Values in the order – SENP8 block-2 | Apaf-1 inh | HKDC1 inh | SENP6 block | SENP7 block | PfG6PD inh | SENP8 block-1 | SENP1 inh
- CCN(CC)S(=O)(=O)c1ccc(OC)c(NC(=O)CSc2cc(Cl)ccc2Cl)c1
 : 0 | 6 | 6 | 9 | 9 | 11 | 0 | 0
- O=C1CN(C(=O)OCc2ccccc2)c2ccccc2N1
 : 17 | 11 | -4 | -3 | 11 | -8 | -3 | -2
- COc1cc2c(cc1OC)C(C)N(C(=O)c1c(-c3ccccc3)noc1C)CC2 (stereo unspecified)
 : -3 | -10 | -2 | -7 | 1 | -8 | -4 | 0
- COc1ccccc1CNC(=O)CCc1c(C)nc2cc(-c3ccccc3OC)nn2c1C
 : i | 8 | -3 | -17 | 0 | -17 | -4 | -2
- COc1ccccc1CCNC(=O)c1cc(-c2ccncc2)nc2ccc(Br)cc12
 : 3 | . | 0 | . | . | -3 | . | 0
- CCOC(=O)C1(Cc2cccc(OC)c2)CCN(Cc2cc(OC)ccc2OC)CC1
 : 2 | 10 | -10 | 17 | -5 | 14 | -1 | 1
